# IP6K1 inh = blocks human inositol hexakisphosphate kinase 1; Q92551; IP6K1 kinase, ADP-Glo luminescence, 2 h; active compounds read low; activity change, % (series mostly up to about 58 µM); 0.81% of 140,000 active; AID 1645851; in the data active = activity change below about -25%
# Target sequence (Q92551 whole entry, looked up): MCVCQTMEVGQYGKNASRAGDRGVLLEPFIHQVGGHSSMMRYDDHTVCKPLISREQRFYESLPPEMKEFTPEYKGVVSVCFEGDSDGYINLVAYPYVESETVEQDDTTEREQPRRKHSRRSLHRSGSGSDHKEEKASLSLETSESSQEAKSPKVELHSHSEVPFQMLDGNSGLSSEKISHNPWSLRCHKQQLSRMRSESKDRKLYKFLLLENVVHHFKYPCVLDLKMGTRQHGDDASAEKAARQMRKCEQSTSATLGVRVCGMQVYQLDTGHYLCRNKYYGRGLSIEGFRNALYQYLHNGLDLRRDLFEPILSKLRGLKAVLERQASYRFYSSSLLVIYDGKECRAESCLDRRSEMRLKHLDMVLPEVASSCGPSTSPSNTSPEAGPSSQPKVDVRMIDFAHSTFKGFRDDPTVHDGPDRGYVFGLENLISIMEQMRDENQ
#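 ADP-Glo luminescence measures ADP made by human IP6K1 during a 2 h RT reaction with ATP/IP6 (mix at 1.3 mM/130 uM); top library doses 57.5 and 19.1 uM final.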
# NIH3T3 tox = NIH 3T3 cell cytotoxicity; NIH 3T3 viability, CellTiter-Glo ATP luminescence, 48-72 h; Potency, µM (doses to about 96.7 µM), for inactives: at the top dose activity change, negative = cytotoxicity, usual class: inhibitors; 4.3% of 94,000 active; AID 1345082; note: potency is the fitted concentration of half-maximal effect; nearly all actives have a fitted effect of over 55% in size
#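 Viability of NIH 3T3 cells after 48 or 72 hr compound treatment at 37 °C was assessed by CellTiter-Glo, with luminescence imaged following a 10 min room-temperature step.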
# SNCA expr inh = reduces expression of the alpha-synuclein gene; HEK-293 SNCA-luciferase knock-in, luminescence, 24 h; Potency, µM (doses to about 57.2 µM), for the others: at the top dose activity change, negative = inhibition, actives largely listed as inhibitors; 0.17% of 140,000 active;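 note: potency is the fitted concentration of half-maximal effect; plate controls were DMSO cells for no effect and cell-free wells for full effect; nearly all actives have a fitted effect of over 45% in size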
# GPT2 inh = blocks human glutamate pyruvate transaminase 2; Q8TD30; Recombinant GPT2, coupled pyruvate oxidase/HRP Amplex Red fluorescence; Potency, µM (highest dose often 57.7 µM), for inactives: top-dose activity change, negative = inhibition, most hits filed as inhibitors; 0.25% of 100,000 active; AID 1671188; note: potency is the fitted concentration of half-maximal effect; nearly all actives have a fitted effect of over 60% in size; many of its hits are not listed in these tables
# Target sequence (Q8TD30 whole entry, looked up): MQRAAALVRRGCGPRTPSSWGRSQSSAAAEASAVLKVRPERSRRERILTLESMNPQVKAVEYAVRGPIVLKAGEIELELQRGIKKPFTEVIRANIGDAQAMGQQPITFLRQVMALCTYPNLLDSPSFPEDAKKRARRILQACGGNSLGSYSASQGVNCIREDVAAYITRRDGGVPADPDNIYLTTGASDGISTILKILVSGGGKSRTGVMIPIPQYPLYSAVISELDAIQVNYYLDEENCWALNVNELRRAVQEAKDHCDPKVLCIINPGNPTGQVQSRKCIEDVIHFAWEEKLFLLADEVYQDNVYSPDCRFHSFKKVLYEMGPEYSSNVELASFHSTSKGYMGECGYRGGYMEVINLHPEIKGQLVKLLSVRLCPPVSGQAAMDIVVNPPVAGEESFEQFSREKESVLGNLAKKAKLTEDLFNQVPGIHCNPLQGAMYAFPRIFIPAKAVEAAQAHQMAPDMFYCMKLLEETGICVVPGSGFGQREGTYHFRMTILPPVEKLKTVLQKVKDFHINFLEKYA
#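 Recombinant GPT2 (10ng/uL) with 250uM a-KG and 2mM L-alanine, 30 min at room temperature, in HEPES pH 7.5 buffer. Pyruvate detected by pyruvate oxidase/HRP/Amplex Red fluorescence after 30 min in the dark; AOA (50uM) as positive control.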
# HEK293 tox = cytotoxic compounds in HEK 293 cells; AID 1345083; Potency, µM (series often up to 115 µM), for the others: top-dose activity change, negative = cytotoxicity, usual class: inhibitors; HEK 293 viability, ATP luminescence (CellTiter-Glo), 48-72 h; 6.6% of 94,000 active; note: potency is the fitted concentration of half-maximal effect; nearly all actives have a fitted effect of over 60% in size
#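 HEK 293 cells seeded at 250 cells/well were exposed to compound for 48 or 72 hr at 37 degree Celsius. Viability taken as ATP content by CellTiter-Glo luminescence.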
# HEK293 viab = cell viability loss counter-screen; Potency, µM (series often up to 57.1 µM), for inactives: at the highest dose activity change, negative = cytotoxicity, hits mostly cytotoxic; 0.12% of 150,000 active; HEK-293-SNCA-luc viability, GF-AFC fluorescence, 24 h;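 note: potency is the fitted concentration of half-maximal effect; 0% = DMSO-treated cells and -100% = medium-only wells without cells; nearly all actives have a fitted effect of over 30% in size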
#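 HEK-293-SNCA-luc cells (1500/well) plated 24 h, then exposed 24 h to a dilution series; GF-AFC added 30 min at 37C, fluorescence 405/540 nm; normalised to medium-only and DMSO wells, Hill fit.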
# FLuc inh = blocks purified firefly luciferase enzyme activity; purified P. pyralis luciferase, luminescence, biochemical; Potency, µM (titrated, usually from 115 µM), for the others: top-dose activity change, negative = inhibition, hits mostly inhibitors; 2.5% of 76,000 active; note: potency is the fitted concentration of half-maximal effect; nearly all actives have a fitted effect of over 65% in size
#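 Purified 10nM P. pyralis luciferase with 10uM D-luciferin and 10uM ATP in 50mM Tris acetate pH 7.5, 10mM Mg acetate, 0.01% Tween-20, 0.05% BSA. qHTS titration; luminescence read by CCD imager.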
# * marks the source's active call; other numbers are inactive results; i = inactive; ? = inconclusive; . = not tested or not shown; [ ] = dose if it differs, or a comment. Unless noted, calls come from the whole dose curve; as a rule, active = well fitted curve in the direction sought with a large enough effect; inconclusive = small, poorly fitted or top-dose-only effect, or another doubt; inactive = no such curve, though single readings can be large; an effect the other way counts as inactive or inconclusive. Unless noted, % is set by controls: 0 for no effect and ±100 for the full control effect. This is a subset, so the mix of outcomes need not match the whole.
# Order of results – IP6K1 inh | NIH3T3 tox | SNCA expr inh | GPT2 inh | HEK293 tox | HEK293 viab | FLuc inh
CC(=O)Nc1ccc(S(=O)(=O)Nc2ccc3n(c2=O)C[C@H]2C[C@@H]3CN(C(=O)NC3CCCCC3)C2)cc1
→ 5 | i | -29% | i | 5% | -13% | 2%
CC(=O)N1CCCC(c2nn(-c3ccc(F)cc3)c(=O)[nH]2)C1 (stereo not drawn)
→ 3 | -28%[138 µM] | 15%[87.6 µM] | i | -7%[172 µM] | 1%[87.6 µM] | -9%[172 µM]
Cc1ccc(-n2c(C3CCN(C(=O)c4ccc(C)nc4)CC3)n[nH]c2=O)cc1
→ 2 | 25µM* | 6% | i | 2% | -7% | -4%
Cc1c(NC(=O)C(C)(C)C)cccc1-c1nc2ccccc2s1
→ 8 | . | 19% | . | . | -19% | .
CCC1(O)CCC12CCN(C(=O)CCc1ccccc1)CC2 (stereo not drawn)
→ 9 | -10% | 9% | -8% | -6% | 11% | .
Cc1cnc(C(=O)NC2C[C@H]3CC[C@@H](C2)N3C(=O)CC2CCCCC2)cn1 (stereo partly drawn)
→ 17 | -26% | -10% | -2% | -25% | 3% | 0%
COc1ccccc1Nc1ncc2c(n1)CN(C(=O)c1cc3ccccc3n1C)CCN2
→ -13 | ? | -12%[87.6 µM] | -2%[88.5 µM] | 71µM* | -4%[87.6 µM] | -6%[172 µM]
Cc1ccccc1-c1cnc2[nH]cc(CC(=O)NC3CCOCC3)c2c1
→ -20 | ? | -29%[87.6 µM] | ? | ? | -4%[87.6 µM] | 2%[172 µM]
Cc1ccc(CN2CCOc3cc([S+](N)(=O)[O-])ccc3C2)c(F)c1
→ -8 | -14%[138 µM] | -19%[87.6 µM] | -5%[88.5 µM] | ? | 6%[87.6 µM] | 3%[172 µM]
C/C(=C\CCC(C)CCO)C(=O)O[C@@H]1[C@@H](O)[C@H](OC2OC=C(C(=O)O)C3CCC(C)(O)C23)O[C@H](CO)[C@H]1O (stereo partly drawn)
→ -4 | . | . | i | . | 4%[23.9 µM] | .
CC(C)c1ccc(CNc2nc(-c3ccco3)nn2C(=O)c2ccc([N+](=O)[O-])cc2)cc1
→ 15 | . | 48%[activator] | . | . | 4% | .
Cc1ccccc1-c1nc(CS(=O)(=O)CC(=O)NCCc2ccccc2)c(C)o1
→ -11 | . | 5% | . | . | -4% | .
O=C(NCCc1ccc(F)cc1)C1CCCN(Cc2cccc(-c3ccc(F)cc3F)c2)C1 (stereo not drawn)
→ -13 | ? | -22% | -9% | 40µM* | -9% | .
Cc1ccc(C)c(Cn2c(C(=O)O)c(CNCc3cccs3)c3ccccc32)c1
→ -6 | . | -29% | . | . | -23% | .
Cc1ccc(N(C)S(=O)(=O)c2nnc(NC(=O)c3ccco3)s2)cc1
→ -15 | . | 63%[activator] | . | . | 13% | .
Cn1c(=O)c2c(-c3ccccc3Br)n(C(C)(C)C)cc2n(C)c1=O
→ -5 | . | 32%[activator] | . | . | -10% | .
COc1ccc(OC)c(S(=O)(=O)NCC(c2ccc(N(C)C)cc2)N2CCOCC2)c1 (stereo not drawn)
→ 1 | . | -4% | . | . | -1% | .
Cc1ccc2c(c1)N(C(=O)NCc1ccccc1)CCO2
→ 5 | . | -10% | . | . | 4% | .
Cc1cccc(N2CCN(C(=O)c3ccc4nc(N5CCC(C)CC5)sc4c3)CC2)c1C
→ -4 | . | 199%[activator] | . | . | 4% | .
Cc1cccc(OCC(=O)Nc2nnc(S(=O)(=O)N3CCCCCC3)s2)c1
→ -1 | . | -14% | . | . | 8% | .
CCc1cccc(NC(=O)CSC2=Nc3ccccc3N=C(c3ccc(F)cc3)C2)c1
→ 1 | . | 15% | . | . | -5% | .
O=C(O)[C@]12CCCN[C@@H]1CCN(Cc1ccc(-c3ccccn3)cc1)C2
→ 2 | i | 3% | 4% | i | 6% | -6%
Cc1cc(C)c2c(=O)cc(C(=O)NCc3ccc(S(N)(=O)=O)cc3)oc2c1
→ 29 | . | -2% | . | . | 13% | .
COCC(=O)N[C@H]1CC[C@]2(C)CC[C@@H]3[C@H](OC(=O)[C@H]3C)[C@H]2[C@@H]1C
→ -4 | -9%[174 µM] | -7%[87.6 µM] | i | -3%[172 µM] | 4%[87.6 µM] | 6%[172 µM]
Cc1cc(Cl)ccc1NC(=O)N1CCCC1c1nncn1-c1ccccc1 (stereo not drawn)
→ -1 | i | 7% | -2% | -1% | 3% | 0%
CCn1cnc(NC(=O)NC2CCN(Cc3cccnc3)CC2)n1
→ 8 | i | 24% | 4% | i | 0% | 1%
O=C(CCc1ccccc1)N1CCCC(Cc2nncn2CC2CC2)C1 (stereo not drawn)
→ 26 | -21% | -14% | i | -3% | -3% | .
CC(C)NC(=O)N(C1CCOCC1)C1CN(S(=O)(=O)Cc2ccccc2F)C1
→ 3 | 4% | 0% | 2% | i | 0% | 1%
CN1CCN(C(=O)c2ccc3nnc(-c4cccc(C(F)(F)F)c4)n3c2)CC1
→ 3 | -16% | -9% | i | 5% | -1% | .
CC1CCC2(O1)C(C)(C)CC(O[C@@H]1O[C@H](CO[C@@H]3OC[C@](O)(CO)[C@H]3O)[C@@H](O)[C@H](O)[C@H]1O)CC2(C)O (stereo partly drawn)
→ 8 | . | . | i | . | -3%[23.9 µM] | .
CCC(=O)N1Cc2ccccc2CC2(CCCCN2CC)C1 (stereo not drawn)
→ -11 | ? | -2%[87.6 µM] | i | ? | -9%[87.6 µM] | .
CCOc1ccccc1NC(=O)Cn1ccn2nc(-c3ccc(F)cc3)c(CO)c2c1=O
→ 1 | -14% | -12% | ? | -17% | -1% | 8%
Cc1ccc(C(=O)N2CCCC3(CCNCC3)CC2)cc1Cl
→ -3 | 79µM* | 6% | -27% | ? | ? | 7%
O=C(c1ccno1)N1C[C@@H]2OCC(=O)N(Cc3ccccc3)[C@@H]2C1
→ -9 | 1%[138 µM] | -8%[87.6 µM] | 4%[88.5 µM] | 3%[172 µM] | 3%[87.6 µM] | 3%[172 µM]
C#CCNC(=O)C1CCN(Cc2ccccc2-c2ccccc2F)CC1
→ 0 | ? | 24% | 4% | -26% | 8% | .
CCC(=O)N1Cc2ccccc2CC2(CCCN2CC2CCOCC2)C1 (stereo not drawn)
→ -5 | -24% | 28% | -9% | ? | -5% | .
CNC(=O)[C@H]1C[C@H](Oc2ccccc2)CN1C(=O)c1ccccc1
→ 1 | ? | -2% | i | ? | 4% | 0%
CCC1(N2CCN(C(=O)c3cc(Cl)ccc3OC)CC2)CCN(S(C)(=O)=O)C1 (stereo not drawn)
→ -1 | -18% | -2% | 5% | -10% | 0% | 8%
CCOCC(=O)N1CCN(C(=O)N2CC3CC(C2)[C@H]2CCCC(=O)N2C3)CC1 (stereo partly drawn)
→ 14 | 0% | 3% | -1% | -5% | -14% | 2%
O=C(Nc1ccc(Cl)cc1)N1CCc2nc(-c3ccc(Cl)cc3)nc(-c3ccccc3)c2C1
→ 15 | -20% | 15% | -2% | -1% | 3% | -12%

# A draw from above in order of length of the SMILES, largest number first.
# Order of results – IP6K1 inh | NIH3T3 tox | SNCA expr inh | GPT2 inh | HEK293 tox | HEK293 viab | FLuc inh
CC1CCC2(O1)C(C)(C)CC(O[C@@H]1O[C@H](CO[C@@H]3OC[C@](O)(CO)[C@H]3O)[C@@H](O)[C@H](O)[C@H]1O)CC2(C)O (stereo partly drawn)
→ 8 | . | . | i | . | -3%[23.9 µM] | .
COCC(=O)N[C@H]1CC[C@]2(C)CC[C@@H]3[C@H](OC(=O)[C@H]3C)[C@H]2[C@@H]1C
→ -4 | -9%[174 µM] | -7%[87.6 µM] | i | -3%[172 µM] | 4%[87.6 µM] | 6%[172 µM]
O=C(Nc1ccc(Cl)cc1)N1CCc2nc(-c3ccc(Cl)cc3)nc(-c3ccccc3)c2C1
→ 15 | -20% | 15% | -2% | -1% | 3% | -12%
CCC1(N2CCN(C(=O)c3cc(Cl)ccc3OC)CC2)CCN(S(C)(=O)=O)C1 (stereo not drawn)
→ -1 | -18% | -2% | 5% | -10% | 0% | 8%
O=C(O)[C@]12CCCN[C@@H]1CCN(Cc1ccc(-c3ccccn3)cc1)C2
→ 2 | i | 3% | 4% | i | 6% | -6%
CC(C)NC(=O)N(C1CCOCC1)C1CN(S(=O)(=O)Cc2ccccc2F)C1
→ 3 | 4% | 0% | 2% | i | 0% | 1%
CNC(=O)[C@H]1C[C@H](Oc2ccccc2)CN1C(=O)c1ccccc1
→ 1 | ? | -2% | i | ? | 4% | 0%
Cc1cc(Cl)ccc1NC(=O)N1CCCC1c1nncn1-c1ccccc1 (stereo not drawn)
→ -1 | i | 7% | -2% | -1% | 3% | 0%
CCn1cnc(NC(=O)NC2CCN(Cc3cccnc3)CC2)n1
→ 8 | i | 24% | 4% | i | 0% | 1%
Cc1ccc(C(=O)N2CCCC3(CCNCC3)CC2)cc1Cl
→ -3 | 79µM* | 6% | -27% | ? | ? | 7%
CCC(=O)N1Cc2ccccc2CC2(CCCCN2CC)C1 (stereo not drawn)
→ -11 | ? | -2%[87.6 µM] | i | ? | -9%[87.6 µM] | .

# Going on with the list.
# Key to letters: A = IP6K1 inh; B = NIH3T3 tox; C = SNCA expr inh; D = GPT2 inh; E = HEK293 tox; F = HEK293 viab; G = FLuc inh
COCc1ccc(C(=O)NCC2COc3cc(OC)ccc3C2)o1 (stereo not drawn)
  A = -3; B = -10%; C = -17%; D = 3%; E = -4%; F = -3%; G = 3%
CO[C@H]1C=CO[C@@]2(C)Oc3c(C)c(O)c4c(O)c(c5c(c4c3C2=O)NC2(CCN(CC(C)C)CC2)N=5)=NC(=O)C(C)=CC=C[C@H](C)[C@H](O)[C@@H](C)[C@@H](O)[C@@H](C)[C@H](OC(C)=O)[C@H]1C
  A = -8; B = .; C = -9%; D = i; E = .; F = -20%; G = .
COc1ccc(CN2CC3(CCN(S(=O)(=O)C(C)C)CC3)C2=O)cc1
  A = 35; B = -18%; C = -27%; D = 0%; E = -10%; F = -5%; G = 5%
Cc1ccc(C)c(CN2C(=O)c3ccccc3S(=O)(=O)c3ccc(C(=O)NCCc4ccc(Cl)cc4)cc32)c1
  A = 4; B = .; C = ?; D = .; E = .; F = 12%; G = .
O=C(Nc1ccc(OC(F)(F)F)cc1)c1cc2ccccn2n1
  A = -10; B = .; C = 48%[activator]; D = .; E = .; F = 16%; G = .
O=C1COc2ccc(-c3ccoc3)nc2CN1CCOc1ccccc1
  A = -12; B = ?; C = 5%[87.6 µM]; D = -44%[88.5 µM]; E = ?; F = -4%[87.6 µM]; G = -4%[172 µM]

# Assay outcomes as filed in PubChem.
